# All columns: NCI-60 one-dose screen, growth in % after 48 h at 10 µM unless noted; 100 = growth as untreated, 0 = no growth, -100 = all killed.
# SNB-75 – SNB-75 CNS cancer; hit rate 5% among 79,000; AID 1794750
# DU-145 – DU-145 prostate cancer; hit rate 4.2% among 81,000; AID 1794760
# SF-539 – SF-539 CNS cancer | AID 1794752 | hit rate 6.8% among 81,000
# HT29 – HT29 colon cancer; hit rate 7.4% among 81,000; AID 1794748
# PC-3 – PC-3 prostate cancer cells. hit rate 3.9% among 80,000
# SW-620 – SW-620 colon cancer | hit rate 5.2% among 82,000 | AID 1794795
# SNB-19 – SNB-19 CNS cancer cells. hit rate 2.5% among 81,000. AID 1794751
# KM12 – KM12 colon cancer cells. hit rate 5% among 82,000
# HCC-2998 – HCC-2998 colon cancer; hit rate 4.7% among 79,000
# Numbers without * were called inactive; x = no result given; & = joins results of further samples; ! = not active in a repeat. Rule for the calls: active = growth percent below 10; inactive = the rest. Rows were taken by chance; about 11% have a hit in one of these screens.
SMILES,SNB-75,DU-145,SF-539,HT29,PC-3,SW-620,SNB-19,KM12,HCC-2998
COc1cc(/C=C/C(=O)c2ccc(C(F)(F)F)cc2)ccc1Oc1nc(Nc2ccc(F)cc2)nc(N(C)C)n1,100,83,94,74,76,50,83,88,98
CN(Cc1ccccc1)c1nc(Cl)c(C2CC(c3ccc(F)cc3)=NN2c2ccccc2)s1 (centres undefined),92,106,112,84,92,97,107,98,106
COc1cc(-c2nn(-c3ccc(Cl)cc3)cc2CO)ccc1O,91,101,97,96,99,108,107,91,94
O=C(O)c1ccc(NC(=O)c2cccc(Nc3ccnc(C(F)(F)F)c3)c2)cc1,105,116,106,106,105,103,106,107,104
O=C(Nc1ccc(F)cc1)OCCOc1ccc([N+](=O)[O-])cc1,74,115,107,97,x,111,97,104,120
C/C(O)=C(/C=N/C(=S)Nc1ccccc1)C(=O)Nc1ccccc1C,92,x,101,105,87,106,94,100,109
COc1ccc(/C=C/C(=O)c2ccc(OC)c(OC)c2O)cc1OC,81,107,87,99,85,95,87,91,103
Cc1nn(-c2ccccc2)c(-n2ccnc2)c1/C=N/Nc1nc(-c2ccc(-c3ccccc3)cc2)cs1,74,60,74,60,57,78,89,83,78
Nc1ncnc2c1N=C(c1ccc(F)cc1)CC(c1cccc(Nc3ccnc4cc(Cl)ccc34)c1)N2 (centres undefined),73,86,81,63,66,83,82,61,82
COc1ccc2sc3c(N)nc4ccccc4c3c(=O)c2c1,85,101,91,108,101,98,92,91,108
O=C(O)CCC(=O)Nc1ccccc1C(F)(F)F,81,101,102,98,97,99,113,99,111
O=C(O)c1cc([N+](=O)[O-])ccc1Sc1ccccc1,93,110,108,99,89,98,119,110,108
O=[N+]([O-])c1cc(S(=O)(=O)OCC2CO2)ccc1Cl (centres undefined),90,101,106,50,84,41,110,83,107
O=C1C(Cl)=C(NCc2ccc(Cl)cc2)C(=O)N1Cc1ccc(Cl)cc1,68,100,81,88,77,66,82,79,67
COc1ccc(N2C(N)=C(C#N)C(c3ccc([N+](=O)[O-])cc3)C3=C2CC(C)(C)CC3=O)cc1OC (centres undefined),96,125,98,109,100,102,102,112,107
O=C1Nc2cc(Cl)ccc2/C1=C\c1ccc(OCc2ccc(F)cc2)cc1,92,98,92,107,88,99,97,91,109
Cc1nc2ccccc2c(/C=C/c2ccccc2)c1C(=O)/C=C/c1ccccc1,20,13,8.2*,6.7*,35,-66*,48,12,32
Fc1ccc2[nH]c3c(NCCCN4CCOCC4)ncnc3c2c1,-0.7*,79,65,66,83,70,92,x,75
COc1ccc(C(O)C2=CC(=O)c3ccccc3C2=O)cc1 (centres undefined),94,106,114,104,86,71,109,101,96
O=c1cc(-c2nccc3c2[nH]c2ccccc23)c2ccc(O)cc2o1,94,109,98,103,113,95,90,99,96
O=C(OCC(O)C1OC(c2ccccc2)OC(COC(=O)c2ccccc2)C1O)c1ccccc1 (centres undefined),77,118,103,103,83,109,94,111,103
Cc1ccc(O)c(Cc2cccc(Cl)c2)c1,87,111,107,120,89,99,106,99,103
CN(C)c1nc(NCCNS(=O)(=O)c2ccc(C3=Nc4c(N)nc(N)nc4NC(c4ccc(C(F)(F)F)cc4)C3)cc2)nc(N2CCOCC2)n1 (centres undefined),46,62,34,9.6*,24,55,49,48,27
Nc1cccc(Br)c1,90,114,101,106,89,99,96,106,103
CCCC1N=C(N)N=C(N)N1c1ccc(OC)cc1 (centres undefined),94,102,96,92,81,96,99,100,111

# Further records follow.
SMILES,SNB-75,DU-145,SF-539,HT29,PC-3,SW-620,SNB-19,KM12,HCC-2998
Cn1ncc2c(NCCO)nc(Cl)nc21,x,87,90,97,96,104,103,107,99
O=C(Nc1cccc(C2=NCCN2)c1)c1ccc(OCCCOc2ccc(C(=O)Nc3cccc(C4=NCCN4)c3)cc2)cc1,-1.4*,9.4*,-44*,13,30,15,15,14,-13*
COc1ccc2[nH]cc(-c3csc(-c4ccc5ccccc5c4)n3)c2c1,114,96,97,76,x,106,101,91,98
CCCCn1c(=O)[nH]c2c(c1=O)C(c1ccc(F)cc1)c1c([nH]c(=O)n(CCCC)c1=O)N2,90,103,99,97,92,106,99,108,95
C/C(=N\Nc1ccc(C(=O)O)cc1)c1cnn(-c2cc(=O)[nH]c3ccccc23)c1C,87,105,96,110,88,103,102,101,109
Nc1[nH]c(=O)ncc1F,94,110,98,106,93,108,111,98,103
O=c1c2ccccc2nnn1CCc1ccccc1,78&84,107&110,94&97,109&99,88&84,97&96,98&104,93&103,106&111
COc1ccccc1N1CCN(C(=O)CCCl)CC1,95,108,94,101,96,98,98,103,106
CC1(C)CCCC2(C)C1CCC1(C)OC(=O)CCC12 (centres undefined),93,107,92,100,90,102,106,109,111
COc1ccc(C(=O)/C=C/Nc2ccc([N+](=O)[O-])cc2Br)cc1OC,98,100,101,102,88,101,93,99,99
CC(=O)Nc1ccc(-c2cc3c(NCC4CCCCC4)ncnc3s2)cc1,101,115,89,102,91,102,103,107,101
COc1ccc2[nH]cc(-c3nn4c(=O)cc(-c5ccccc5)nc4s3)c2c1,106,103,98,101,101,104,93,102,105
CN1CC(c2ccc(Br)cc2)C(C(=O)c2ccc(O)cc2)C12C(=O)c1ccccc1C2=O (centres undefined),90,111,102,114,91,97,99,107,104
CCCN1CC=C(NC(=O)CN2CCN(c3cc4c(cc3F)c(=O)c(C(=O)O)cn4C3CC3)CC2)NC1=O,x,108,102,108,93,98,99,109,86
CCOC(=O)c1ccc(N(CC)S(=O)(=O)c2ccc(C)cc2)cc1,87,113,92,88,90,102,94,95,107
CC(=O)NCCCOc1ccc([N+](=O)[O-])cc1,77,102,90,106,99,102,105,108,112
COc1cc(C(C)(C)C)cc(OC)c1C(O)(c1c(OC)cc(C(C)(C)C)cc1OC)c1c(OC)cc(C(C)(C)C)cc1OC,-94*,-100*,x,-100*,-87*,-80*,-96*,-81*,-92*
CCN1CCCC(N2c3ccccc3Sc3ccccc32)C1 (centres undefined),93,94,103,89,97,105,110,102,103
Oc1cc(O)c2c(=S)cc(-c3ccc(Cl)cc3)oc2c1,48,37,x,93,28,41,18,39,58
CC1(C)CC(=O)c2c(nn(-c3ccc(Br)cc3)c2-c2cn(-c3ccccc3)nc2-c2cccnc2)C1,84,111,105,98,72,91,93,97,106
COCCN(C(=O)Cc1cccs1)C(C(=O)NCc1ccc(OC)cc1)c1ccc(C(C)C)cc1 (centres undefined),80,63,93,97,48,85,106,84,81
CCCCCCCCCCCCCCCCN=C(CC(=O)O)C(=O)O,92,79,125,82,92,101,x,100,104
COc1ccc(-c2nnc(-c3c(-c4ccc(OC)cc4)nc4ncccn34)o2)cc1,74,110,99,101,x,109,104,111,105
Nc1ccc(N)c2c1C(=O)c1cccc([N+](=O)[O-])c1C2=O,23,-16*,24,45,49,51,26,42,-61*
O=C1CSC(=S)N1Cc1ccncc1,64,71,99,86,108,56,110,48,113

# As a short view, 18 of the compounds above.
SMILES,SNB-75,DU-145,SF-539,HT29,PC-3,SW-620,SNB-19,KM12,HCC-2998
COc1ccccc1N1CCN(C(=O)CCCl)CC1,95,108,94,101,96,98,98,103,106
CC1(C)CCCC2(C)C1CCC1(C)OC(=O)CCC12 (centres undefined),93,107,92,100,90,102,106,109,111
COc1ccc(C(=O)/C=C/Nc2ccc([N+](=O)[O-])cc2Br)cc1OC,98,100,101,102,88,101,93,99,99
CC(=O)Nc1ccc(-c2cc3c(NCC4CCCCC4)ncnc3s2)cc1,101,115,89,102,91,102,103,107,101
COc1ccc2[nH]cc(-c3nn4c(=O)cc(-c5ccccc5)nc4s3)c2c1,106,103,98,101,101,104,93,102,105
CN1CC(c2ccc(Br)cc2)C(C(=O)c2ccc(O)cc2)C12C(=O)c1ccccc1C2=O (centres undefined),90,111,102,114,91,97,99,107,104
CCCN1CC=C(NC(=O)CN2CCN(c3cc4c(cc3F)c(=O)c(C(=O)O)cn4C3CC3)CC2)NC1=O,x,108,102,108,93,98,99,109,86
CCOC(=O)c1ccc(N(CC)S(=O)(=O)c2ccc(C)cc2)cc1,87,113,92,88,90,102,94,95,107
CC(=O)NCCCOc1ccc([N+](=O)[O-])cc1,77,102,90,106,99,102,105,108,112
COc1cc(C(C)(C)C)cc(OC)c1C(O)(c1c(OC)cc(C(C)(C)C)cc1OC)c1c(OC)cc(C(C)(C)C)cc1OC,-94*,-100*,x,-100*,-87*,-80*,-96*,-81*,-92*
CCN1CCCC(N2c3ccccc3Sc3ccccc32)C1 (centres undefined),93,94,103,89,97,105,110,102,103
Oc1cc(O)c2c(=S)cc(-c3ccc(Cl)cc3)oc2c1,48,37,x,93,28,41,18,39,58
CC1(C)CC(=O)c2c(nn(-c3ccc(Br)cc3)c2-c2cn(-c3ccccc3)nc2-c2cccnc2)C1,84,111,105,98,72,91,93,97,106
COCCN(C(=O)Cc1cccs1)C(C(=O)NCc1ccc(OC)cc1)c1ccc(C(C)C)cc1 (centres undefined),80,63,93,97,48,85,106,84,81
CCCCCCCCCCCCCCCCN=C(CC(=O)O)C(=O)O,92,79,125,82,92,101,x,100,104
COc1ccc(-c2nnc(-c3c(-c4ccc(OC)cc4)nc4ncccn34)o2)cc1,74,110,99,101,x,109,104,111,105
Nc1ccc(N)c2c1C(=O)c1cccc([N+](=O)[O-])c1C2=O,23,-16*,24,45,49,51,26,42,-61*
O=C1CSC(=S)N1Cc1ccncc1,64,71,99,86,108,56,110,48,113

# Remaining list, next part
SMILES,SNB-75,DU-145,SF-539,HT29,PC-3,SW-620,SNB-19,KM12,HCC-2998
Cn1c(=O)c2[nH]c(CCCCCc3nc4ccccc4[nH]3)nc2n(C)c1=O,95,122,99,103,95,108,108,114,108
NS(=O)(=O)c1ccc(C(=O)O)cc1,109,118,108,99,89,115,104,120,107
O=C1C(=Nc2ccc(F)c(Cl)c2)c2cccc3cccc1c23,66,80,27,6.0*,78,36,71,55,108
CC(=O)Nc1ccc(C(C)(C)c2ccccc2)cc1,101,71,104,98,89,x,107,92,x
Cc1ccc(-c2c(Nn3cnnn3)no[n+]2[O-])cc1,82,98,100,107,87,86,87,83,97
C[N+](C)(C)c1ccc(/C=C2\c3ccccc3-c3ccc(N=Cc4ccc([N+](=O)[O-])cc4)cc32)cc1,78,103,102,95,73,94,95,89,96
Cc1cc(C)c(C(=O)CC(C)C)c(C)c1,103,103,101,94,97,108,109,105,111
O=C1C(CCS(=O)c2ccccc2)C(=O)N(c2ccccc2)N1c1ccccc1 (centres undefined),103,116,x,100,93,106,99,110,103
COC(=O)[C@H](C)NC(=O)[C@H](Cc1ccccc1)NCc1ccco1,95,109,111,99,86,98,94,105,101
CN1CCCN(Cc2ccc(C(=O)Nc3cccc(Nc4ccc5cc(O)ccc5n4)c3)cc2C(F)(F)F)CC1,32,74,42,28,51,-26*,81,26,-15*
NC(=O)c1ccc(=O)n(C2OC(CO)C(O)C2O)c1 (centres undefined),86,113,110,105,102,106,x,109,104
CCCCC1COc2cccc3c2N1C=C/C3=C\C(=O)N(C)c1ccc(Br)cc1 (centres undefined),98,117,105,106,102,103,101,107,117
Cc1ccc(/C=C/C2=NN(c3ccc(-c4ccc(Cl)cc4)nn3)C(c3ccc(C)o3)C2)o1 (centres undefined),71,99,90,76,68,91,96,86,89
Cc1n(Cc2ccc3ccccc3c2)c(Cl)c(Cl)[n+]1Cc1ccc2ccccc2c1,-1.8*,48,54,19,12,40,23,0.5*,17
ClC(Cl)c1nc(-c2cccs2)n2nc(-c3ccccc3)cc2n1,48,-24*,-44*,-4.0*,-32*,-1.6*,-5.2*,-36*,-71*
NC(=O)C(=O)Cc1nc2ccccc2s1,89,108,98,103,78,105,113,100,106
CC(C)CCC[C@@H](C)[C@H]1CC[C@H]2[C@@H]3CC=C4c5sc(Nc6ccccc6F)nc5CC[C@]4(C)[C@H]3CC[C@]12C,101,104,109,106,92,99,106,100,113
CO/N=C/C=C\C(=O)N/C=C/C[C@H]1/C=C/[C@H](O)/C=C\C=C\c2cccc(O)c2C(=O)O1,-15*!,40&56,4.0*!,7.9*,25&38,8.8*!,57&68,21&34,29&59
CCCCCCCCc1ccc(C(=O)Nc2cccc(O)c2)cc1,103,80,80,79,52,94,83,54,109
Cc1ccc(OCC(COc2ccc(C)cc2)OCCN(C)C)cc1,73,104,96,68,84,93,88,94,81

# Limited to SNB-75, SNB-19 and KM12, for 2 of the compounds above:
smiles	SNB-75	SNB-19	KM12
NC(=O)c1ccc(=O)n(C2OC(CO)C(O)C2O)c1 (centres undefined)	86	x	109
CN1CCCN(Cc2ccc(C(=O)Nc3cccc(Nc4ccc5cc(O)ccc5n4)c3)cc2C(F)(F)F)CC1	32	81	26
